Screening data: PubChem, National Center for Advancing Translational Sciences (NCATS)
S2 tox = cell viability loss in ATXN counter-screen; Potency, µM (titrated, usually from 56.7 µM), actives largely listed as cytotoxic; hit rate 0.49% among 400,000; AID 651635; S2 cells (HEK-293 line with an ATXN2-luciferase reporter) viability, CellTiter-Fluor protease fluorescence, 24 h; further: potency means the concentration at half of the fitted maximal effect; nearly all actives have a fitted effect of over 40% in size
KB-3-1 cytotox = KB-3-1 parental cell cytotoxicity; KB-3-1 viability, CellTiter-Glo ATP luminescence, 72 h; Potency, µM (highest dose often 46.1 µM), for the others: at the top dose activity change, negative = cytotoxic, hits mostly cytotoxic; hit rate 1.4% among 400,000; further: potency means the concentration at half of the fitted maximal effect; on the % scale 0 is the no-effect control and ±100 the full control effect; nearly all actives have a fitted effect of over 60% in size
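KB-3-1 cells, DMEM (no phenol red) + 10% FBS; compound by pin transfer, 72 h, 37 °C. Readout: CellTiter-Glo luminescence after 10 min. Data normalized, curve-fitted.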
KB-V1 MDR tox = KB-V1 MDR subline cytotoxicity | hit rate 3.4% among 400,000 | Potency, µM (highest dose often 46.1 µM), for inactives: at the highest dose activity change, negative = cytotoxicity, usual class: cytotoxic | KB-V1 MDR cells viability, CellTiter-Glo, 72 h; further: potency means the concentration at half of the fitted maximal effect; on the % scale 0 is the no-effect control and ±100 the full control effect; nearly all actives have a fitted effect of over 60% in size
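Following 72 h at 37 degrees C with compound, KB-V1 cell viability was read by CellTiter-Glo luminescence, medium being phenol-red-free DMEM plus 10% FBS; concentration-response parameters came from normalized, curve-fitted qHTS data.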
IL1B secr inh = blocks inflammasome-driven IL-1 beta release | THP-1 LPS/ATP IL-1B secretion, AlphaLISA, 16 h; active compounds read low | AID 743279 | hit rate 4.7% among 360,000 | activity change, % at 57.5 µM; in the data active means activity change below about -50%; inconclusive means mostly about -30% to -49%; further: on the % scale 0 is the no-effect control and ±100 the full control effect
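Secreted IL-1B measured by AlphaLISA bead assay after 16 h compound exposure of THP-1 cells; compounds (final up to 57.5 uM) added 1 h before LPS (250 ng/mL) and ATP (1.25 mM) stimulation; lower signal means less secretion.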
HT1080 IDH1KD tx = toxicity to HT-1080 IDH1 knockdown cells (counter line). HT-1080 IDH1 knockdown viability, ATP luminescence, 48 h. Potency, µM (highest dose often 46.1 µM), for inactives: at the top dose activity, negative = toxicity, usual class: cytotoxic. hit rate 2% among 360,000. AID 686971;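 further: potency means the concentration at half of the fitted maximal effect; 0% = DMSO wells and -100% = cell-free medium wells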
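% activity derives from luminescence (CellTiter-Glo), normalised to DMSO and no-cell wells. HT-1080-IDH1KD cells, 750/well, had 48 h compound exposure at 37 °C.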
ATXN2 expr inh = inhibitors of ATXN2 expression; HEK-293 ATXN2-luciferase reporter, luminescence, 24 h; Potency, µM (series often up to 57 µM), for the others: at the highest dose activity change, negative = inhibition, usual class: inhibitors; hit rate 0.72% among 360,000; AID 1745845; further: potency means the concentration at half of the fitted maximal effect; on the % scale 0 is the no-effect control and ±100 the full control effect; nearly all actives have a fitted effect of over 55% in size
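ATXN2-luciferase reporter cells (luciferase flanked by upstream and downstream ATXN2 gene portions) were treated 24 h at 37 °C with compounds at up to 57 uM. SteadyGlo luminescence gave expression; GF-AFC fluorescence gave viability.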
MCF10A rerep = induces DNA re-replication in MCF 10a normal breast cells. Potency, µM (doses to about 46.1 µM), inactives show top-dose activity, positive = re-replication, most hits filed as activators. hit rate 2.9% among 350,000. MCF 10A DNA re-replication, Hoechst nuclear intensity, 48 h; further: potency means the concentration at half of the fitted maximal effect; % of control where 0% means no effect; nearly all actives have a fitted effect of over 50% in size
HT1080NT lethal = kills 2HG-producing HT-1080-NT fibrosarcoma cells | HT-1080-NT fibrosarcoma viability, CellTiter-Glo ATP luminescence, 48 h | Potency, µM (doses to about 46.1 µM), for the others: at the highest dose activity, negative = less viability, actives largely listed as cytotoxic | hit rate 1.6% among 360,000 | AID 686970;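 further: NT is the 2HG producing partner of a matched IDH1 knockdown line; potency means the concentration at half of the fitted maximal effect; 0% = DMSO-treated cells and -100% = media-only wells without cells; nearly all actives have a fitted effect of over 55% in size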
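HT-1080-NT fibrosarcoma cells (2HG-overproducing), 750 cells/well in RPMI with 5% FBS, dosed after 2 h and incubated 48 h at 37C. CellTiter-Glo luminescence normalized to DMSO and no-cell wells; concentration-response curves fitted and classed.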
SW480 rereplic = induces DNA re-replication in SW480 colon adenocarcinoma cells. SW480 DNA re-replication, Hoechst DNA content imaging, 48 h. Potency, µM (top dose mostly 46.1 µM), for inactives: at the top dose re-replication activation, hits mostly activators. hit rate 1.8% among 340,000; further: potency means the concentration at half of the fitted maximal effect; % of control where 0% means no effect; nearly all actives have a fitted effect of over 55% in size
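DNA re-replication was detected as more nuclei of elevated Hoechst intensity after 48 hr exposure to compound (23 nL pinned per well of 250 cells).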
* hit, by the source's call; i = inactive; ? = inconclusive; . = no result given; & = joins results of further samples; ! = a repeat was not active; [ ] = another dose, or the depositor's remark. Unless noted, the call rests on the fitted dose curve; in most records, active means well fitted curve in the direction sought with a large enough effect; inconclusive means small, poorly fitted or top-dose-only effect, or another doubt; inactive means no such curve, though single readings can be large; an effect the other way counts as inactive or inconclusive.

SMILES	S2 tox	KB-3-1 cytotox	KB-V1 MDR tox	IL1B secr inh	HT1080 IDH1KD tx	ATXN2 expr inh	MCF10A rerep	HT1080NT lethal	SW480 rereplic
O=C(c1ccc(N2CCOCC2)cc1)c1cccs1	i	-17%	-11%	-12	-16%	-12%	-3%	23%	-5%
CC(=O)Nc1cccc(-c2ccnc3c2CC(C)(C(=O)NCCc2ccccc2)O3)c1 (stereo not drawn)	i	4.1µM*	?	104	?	-4%	.	?	.
O=C(COc1ccc(Cl)cc1)Nc1ccc2c(c1)nc1n2CCOC1	i	7%	-14%	-2	-5%	-14%	3%	0%	-8%
COc1ccc(OCC(=O)OCCNC(=O)c2cccnc2)cc1	i	3%	28%	12	18%	-8%	6%	15%	-4%
COc1ccc(-n2c(SCC(=O)NCc3ccc(Cl)cc3)nc3ccsc3c2=O)cc1	i	0%	?	.	.	-6%	.	.	.
CC(=O)c1ccc(Oc2cc(C)nc(-n3nc(C)cc3C)n2)cc1	i	0.65µM*	?	47	4.6µM*	2%	4.1µM*	?	1.8µM*
CN(N=C(c1ccccc1)c1ccccc1)c1ccccc1	i	9%	6%	11	0%	-2%	-1%	-4%	19%
O=C1CC(N2CCOCC2)C(=O)N1c1ccccc1Cl (stereo not drawn)	i	7%	0%	2	0%	-2%	-2%	-8%	-2%
COc1ccccc1NS(=O)(=O)c1cccc(NC(=O)c2nc3nc(C)cc(C)n3n2)c1	?	1%	0%	-11	-2%	-10%	-3%	-1%	-5%
COc1ccc(N(CC(=O)NCCc2cccc(C)c2)S(=O)(=O)c2c(C)noc2C)cc1	?	-3%&0%	1%&-1%	-16	3%	-23%	1%	-15%	-14%
Cc1cc(C)n2nc(C(=O)Nc3nccs3)nc2n1	i	0%	0%	-1	0%	-9%	-1%	14%	4%
O=[N+]([O-])c1ccc(/C=C/c2ccncc2)cc1	i	-2%	-3%	?	-8%	.	12%	1%	-9%
S=C(Nc1ccc(Cl)cc1)NC1CC2CCC(C1)N2Cc1ccccc1 (stereo not drawn)	i	?	?	-98*	18µM*	-39%[11.3 µM]	?	?	14%
CN(C)c1ccc(NC(=O)CN2CCN(CC(=O)Nc3ccc(F)cc3)CC2)cc1	i	0%	-35%	-10	2%	7%	-3%	-3%	-4%
Cc1ccc(C(=O)NCc2ccccc2)cc1Br	i	-4%	18µM*	-11	-2%	23%	-31%[inhibitor]	0%	-44%[inhibitor]
COc1ccc(NC(=O)CSc2nnnn2C2CC2)cc1S(=O)(=O)N1CCOCC1	i	24%	-2%	-1	3%	11%	3%	-1%	11%
CS/C(=N\S(=O)(=O)c1cccs1)NC(=O)CSc1nc2ccccc2s1	i	-6%&8%	-7%&-11%	31&21	-2%&-2%	8%&0%	12µM*!	-7%&-4%	-5%&6%
COc1ccc(/C=C2\N=C(C)OC2=O)cc1OC	i	10%	?	-9	1%	3%	?	7%	-7%
COc1ccc(S(=O)(=O)N2CCCCC2c2cc(C(=O)NC(C)C)no2)cc1 (stereo not drawn)	i	0%	0%	-11	12%	2%	.	0%	.
O=C(CN1CCCCC1)Nc1ccc(NC(=O)c2ccccc2Cl)cc1Cl	i	23µM*	4.6µM*	.	-1%	-3%	?	-1%	-50%[inhibitor]
CCN(C(=O)CSc1ncnc2sc(C)c(C)c12)C1CCS(=O)(=O)C1 (stereo not drawn)	i	-2%	?	?	-24%	-30%	-1%	-14%	-2%
Cc1ccc(CN2C(=O)CSCC2(C)C(=O)NC(C)C)cc1 (stereo not drawn)	.	-5%	-7%	3	18%	.	.	17%	.
O=C(CCCC(=O)OCC(F)(F)C(F)F)Nc1nccs1	i	15%	4%	27	9%	6%	7%	4%	12%
O=C(CCc1nnc(Cc2ccc(-c3ccccc3)cc2)o1)NCCc1ccccn1	i	4%	-10%	5	-2%	7%	8%	-27%	-8%
CC1Cc2ccccc2N1C(=O)CN1CCN(S(=O)(=O)c2ccc3c(c2)OCCCO3)CC1 (stereo not drawn)	i	-11%	-43%	?	-1%	.	.	-3%	.

Looked up above.
MCF10A rerep result of `COc1ccc(OCC(=O)OCCNC(=O)c2cccnc2)cc1` → 6%
HT1080NT lethal result of `O=C(COc1ccc(Cl)cc1)Nc1ccc2c(c1)nc1n2CCOC1` → 0%

Exported with bars between the fields: part of the list above.
Molecule | S2 tox | KB-3-1 cytotox | KB-V1 MDR tox | IL1B secr inh | HT1080 IDH1KD tx | ATXN2 expr inh | MCF10A rerep | HT1080NT lethal | SW480 rereplic
COc1ccc(OCC(=O)OCCNC(=O)c2cccnc2)cc1 | i | 3% | 28% | 12 | 18% | -8% | 6% | 15% | -4%
O=C(CN1CCCCC1)Nc1ccc(NC(=O)c2ccccc2Cl)cc1Cl | i | 23µM* | 4.6µM* | . | -1% | -3% | ? | -1% | -50%[inhibitor]

Next part
SMILES	S2 tox	KB-3-1 cytotox	KB-V1 MDR tox	IL1B secr inh	HT1080 IDH1KD tx	ATXN2 expr inh	MCF10A rerep	HT1080NT lethal	SW480 rereplic
COC(=O)C[C@@H]1C=C[C@H](NC(=O)c2cnccn2)[C@@H](CO)O1	.	8%	3%	20	25%	.	.	15%	.
O=C(NCc1cccs1)C1CCCN1C(=O)NC1CCCCC1 (stereo not drawn)	i	3%	0%	0	6%	35%	12%	9%	-4%
CCOc1ccccc1C(=O)NCC(=O)NCC1CCCCC1	i	1%	-25%	-8	24%	-2%	1%	23%	-5%
O=C(CSc1nccn1Cc1ccccc1)Nc1nccs1	i	0%	0%	0	-6%	7%	15%	-8%	-2%[9.22 µM]
COc1ccc(C(=O)NNC(=O)Cc2ccc(Cl)cc2)cc1	i	9%	8%	-21	-1%	-17%	-4%	6%	-31%[inhibitor]
O=C1/C(=C/c2ccc(N3CCOCC3)o2)SC(=Nc2ccccc2)N1CCc1c[nH]c2ccccc12	?	?	?	-99*	4.1µM*	18µM*	?	7.3µM*	?
COc1ccc2cc(C3(C)NC(=O)N(CC(=O)NCc4ccco4)C3=O)ccc2c1 (stereo not drawn)	?	4%	?	-5	2%	14%	1%	?	4%
COc1cc(C(=O)N2CCN(C(=O)CC(C)C)CC2)cc(OC)c1OC	i	5%	4%	17	8%	5%	-3%	5%	-7%
CC(=O)Nc1ccc(S(=O)(=O)N[C@H](C(=O)O)C(C)C)cc1	i	4%	-4%	3	17%	0%	-4%	18%	-7%
COc1ccc(N2CCN(Cc3nc(-c4ccc(C)cc4)no3)CC2)cc1	i	-10%	-13%	.	.	-1%	.	.	.
C=CCn1c(SCC(=O)NC2CCCCC2)nnc1C1CCCCC1	i	-1%	0%	-7	-4%	-13%	6%	-1%	1%
CN(C)C(=O)NC(Nc1cccc([N+](=O)[O-])c1)C(Cl)(Cl)Cl (stereo not drawn)	i	1%	-2%	3	-1%	-4%	-4%	0%	-13%
CN(C)S(=O)(=O)N(CC(=O)N1CCN(Cc2ccccc2)CC1)c1ccccc1	i	7%	-5%	16	-6%	-7%	-11%	4%	-8%
CCc1ccc(OCc2nnc(SCc3ccc(C(=O)O)cc3)o2)cc1	i	11%	-1%	-1	0%	-28%	-8%	-2%	2%
CCOc1ccc(CCNC(=O)c2ccc(N3CCCC3=O)cc2)cc1OCC	i	-2%	-14%	17	4%	-19%	17%	14%	-2%
CC1CCCN(C(=O)Cn2c(=O)n(CC3CCC(C(=O)NC(C)C)CC3)c(=O)c3sccc32)C1 (stereo not drawn)	i	-6%	-13%	.	.	-3%	.	.	.
C=CCn1cc(C(=O)NCCCOC)c(=O)c2cc(S(=O)(=O)N(CC)CC)ccc21	i	7%	2%	-22	-13%	?	1%	-10%	-3%
CC(=O)N1CCC2(CC1)CC(=O)c1cc(Cl)ccc1O2	i	-3%	3%	16	8%	-4%	1%	4%	2.3µM*
COc1ccc(OC)c(/C=N/NC(=O)c2cc(-c3ccc(C)o3)nc3ccccc23)c1	i	-3%	?	-1	-4%	6%	-5%	-1%	1%
Cc1cc(C)cc(OCCCCn2cncn2)c1	i	-4%	5%	22	13%	5%	-10%	8%	0%
COc1ccc(CNC(=O)c2cc(C)nn2-c2ccccc2)cc1	i	3%	-29%	-7	5%	-9%	1%	-1%	-12%
Cc1cc(CNC(=O)COc2ccc(C)c(C)c2)c2ccccc2n1	i	-10%	-14%	1	-27%	-12%	13%	-1%	?
CN(C(=O)Nc1cn(C)c(=O)c2ccccc12)c1ccccc1	i	14%	?	.	.	9%	.	.	.
c1cnc2c(c1)ncc1cscc12	i	0%	-3%	-7	-4%	.	8%	-3%	-2%
CCOC(=O)CC(=O)CSC1=C(C#N)C(c2ccccc2OC)CC(=O)N1 (stereo not drawn)	i	8%	9%	23	6%	4%	1%	7%	-1%
The listing continues.
SMILES	S2 tox	KB-3-1 cytotox	KB-V1 MDR tox	IL1B secr inh	HT1080 IDH1KD tx	ATXN2 expr inh	MCF10A rerep	HT1080NT lethal	SW480 rereplic
COc1ccccc1-n1c(C)nnc1SCC(N)=O	i	5%	1%	4	-3%	2%	0%	2%	2%
COCCCn1c(=N)c(C(=O)NCC2CCCO2)cc2c(=O)n3ccccc3nc21 (stereo not drawn)	.	3%	1%	-24	-7%	-12%	12µM*	-5%	6.5µM*
CC1(c2nnnn2-c2ccc3c(c2)OCCO3)CCC(=O)N1CCCN1CCOCC1 (stereo not drawn)	?	21%	-6%	17	12%	-11%	.	17%	.
CSc1cccc(NC(=O)CNC(=O)C2CCCCC2)c1	i	4%	8%	-16	-3%	5%	2%	4%	9%
CCc1ccc(NS(=O)(=O)c2ccc(OC)c3ncccc23)cc1	i	-30%	-24%	27	-15%	-6%	0%	-15%	-7%
CCCS(=O)(=O)N1CCN(c2ccccn2)CC1	i	-7%	16%	4	-2%	4%	-183%[0.0737 µM]	2%	-16%
CCC(C)(C)C1CCC2(CC1)NC(=O)N(CC(=O)NCCc1ccc(OC)c(OC)c1)C2=O (stereo not drawn)	i	?	16µM*	-27	-16%	-4%	2%	-8%	-2%
Cc1ccn2c(Nc3ccccc3C)c(-c3ccccn3)nc2c1	.	?	?	0	9.2µM*	4µM*	?	15µM*	4%
